# Screens (PubChem BioAssay)
# ROC1-CUL1 inh = inhibitors of human ROC1-CUL1 ubiquitin ligase activity; P62877+Q13616; in vitro K48 di-Ub FRET, acceptor:donor ratio, 45 min; inhibition, % at 10 µM; 140,000 compounds, 0.6% hits; in the data active = inhibition above about 25%
# Target sequence (P62877 whole entry, looked up): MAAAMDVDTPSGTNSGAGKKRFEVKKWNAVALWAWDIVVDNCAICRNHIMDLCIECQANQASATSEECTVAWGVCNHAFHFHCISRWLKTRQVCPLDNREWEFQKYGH
# Target sequence (Q13616 whole entry, looked up): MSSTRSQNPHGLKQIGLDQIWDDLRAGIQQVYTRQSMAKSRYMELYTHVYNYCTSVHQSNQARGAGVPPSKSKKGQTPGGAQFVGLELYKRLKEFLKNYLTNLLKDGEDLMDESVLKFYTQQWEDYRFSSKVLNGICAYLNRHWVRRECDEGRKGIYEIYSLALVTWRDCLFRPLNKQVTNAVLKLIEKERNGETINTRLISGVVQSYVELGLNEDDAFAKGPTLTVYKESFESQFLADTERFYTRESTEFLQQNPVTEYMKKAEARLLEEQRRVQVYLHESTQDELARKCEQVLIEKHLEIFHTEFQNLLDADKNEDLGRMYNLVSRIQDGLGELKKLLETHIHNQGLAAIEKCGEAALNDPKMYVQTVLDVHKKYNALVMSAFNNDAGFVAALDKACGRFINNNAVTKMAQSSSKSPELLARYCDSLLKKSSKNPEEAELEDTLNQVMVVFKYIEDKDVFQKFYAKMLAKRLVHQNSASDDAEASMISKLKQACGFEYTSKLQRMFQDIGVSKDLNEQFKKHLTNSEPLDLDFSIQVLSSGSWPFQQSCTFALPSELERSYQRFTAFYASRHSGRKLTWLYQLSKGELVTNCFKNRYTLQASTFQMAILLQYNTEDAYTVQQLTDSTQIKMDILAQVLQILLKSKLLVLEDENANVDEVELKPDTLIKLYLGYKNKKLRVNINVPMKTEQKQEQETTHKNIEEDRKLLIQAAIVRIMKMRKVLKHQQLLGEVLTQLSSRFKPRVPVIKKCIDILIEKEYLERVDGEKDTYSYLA
# Numbers without * were called inactive. These rows are one share of the data. The share of hits here may be higher or lower than overall.
SMILES,ROC1-CUL1 inh
Cc1ccc(CNC(=O)CN2CCN(Cc3ccc(F)cc3)C2=O)cc1,2
Cc1[nH]c2ccccc2c1CCN1C(=O)NC(=O)C2C1=NC(c1cccs1)=NC2(C(F)(F)F)C(F)(F)F (configuration not stated),-7
Cc1nnc(NC(=O)CCC2CCCC2)s1,-5
O=C(CC1(O)C(=O)N(CCc2ccccc2)c2ccc(Br)cc21)c1ccccc1 (configuration not stated),6
CCOC(=O)N1CCC(NC(=O)C2CC23CCN(C(=O)Cc2ccc4ccccc4c2)CC3)CC1 (configuration not stated),1
Cc1cccc(N=c2ssc3c2-c2cc(Cl)ccc2NC3(C)C)c1,-9
O=C(Cc1ccc(Br)cc1)N/N=C/c1cnc2ccccc2n1,-1
CCOC(=O)C1(Cc2ccc(F)cc2)CCCN(C(=O)CCCN2CCCCC2=O)C1 (configuration not stated),-4
Cc1c(Sc2ccc(Cl)cc2)c(=O)[nH]c2cc3c(cc12)OCO3,13
COc1ccc(C(=O)NC(=S)NNC(=O)c2ccccc2C)cc1,-1
Nc1c(-c2nc(-c3ccc4c(c3)OCO4)cs2)c2ccccn2c1C(=O)c1ccccc1,-8
CCc1ccccc1-n1c(C)cc(/C=C2\C(=O)NC(=O)N(c3ccccc3)C2=O)c1C,-4
CCN1CC(CNC(=O)c2cc(NS(=O)(=O)CC)cc3nc(-c4ccccc4)n(C)c23)CC1=O (configuration not stated),-3
CCOC(=O)c1[nH]c(C)c(CCC(=O)N2CCN(c3ccccc3)CC2)c1C,9
COc1cc(SC)ccc1C(=O)N1CCOCC1,-2
O=C(NC(Cc1ccccc1)C(=O)N1CCN(c2ccccc2)CC1)c1ccccc1 (configuration not stated),3
CN1C(=O)/C(=C/c2cn(CC(=O)NCc3ccco3)c3ccc(Br)cc23)N(C)C1=S,15
C=C(C)COc1ccc(C(=O)N2CCc3ccccc32)cc1,-10
Cc1ccc(-c2cc(-c3ccccc3)nc3sc(C(=O)Nc4cccc(C)c4C)c(N)c23)cc1,12
CCCN(CCC)C(=O)C1C=Nc2ccc(S(=O)(=O)Nc3cc(C)cc(C)c3)cc2C1=O (configuration not stated),3
CC(C)(C)c1ccc(C(=O)Nc2cc(-c3nc4ccccc4o3)ccc2Cl)cc1,-5
CCOC(=O)c1c(NC(=S)NC(NC(=O)c2ccc(OC)cc2)C(Cl)(Cl)Cl)sc2c1CCCC2 (configuration not stated),-5
CC(C)CC(=O)OC1[C@@H](OC(=O)CC(C)C)[C@H](OC(=O)CC(C)C)C(O)[C@H](OC(=O)CC(C)C)[C@H]1OC(=O)CC(C)C (some centres not stated),-7
Cc1cc(Cl)c(S(=O)(=O)Nc2ccccc2)cc1OCC(N)=O,2
CCN1CCN(Cc2nc3cc(NC(=O)c4cc(OC)c(OC)c(OC)c4)ccc3n2CC)CC1,0
COc1cc(CNc2nccs2)ccc1OCC(=O)NC1CCCCC1,9
Cc1ccc(S(=O)(=O)Oc2c3c4n(c(=O)c2-c2ccccc2)-c2ccccc2C4(C)CCC3)cc1 (configuration not stated),-3
CN(C(=O)CSc1nc2ccc(NC(=O)c3ccco3)cc2s1)c1ccccc1,-9
CCC(C(=O)Nc1cc(OC)cc(OC)c1)n1nc(-c2ccc(C)c(C)c2)ccc1=O (configuration not stated),-3
Cc1ccc(NC(=O)Nc2cc(F)ccc2C)cc1,6
CCS(=O)(=O)N1CCCC(C(=O)Nc2ccccc2Br)C1 (configuration not stated),12
COc1ccc(Cc2nn3c(Cc4ccc(F)cc4)nnc3s2)cc1,5
Cc1ccc(C2CC(C34CC5CC(CC(C5)C3)C4)=NC(=S)N2)cc1 (configuration not stated),6
CC(C)=CC1C(C(=O)NCCc2ccccc2)C1(C)C (configuration not stated),-2
O=C(O)c1sc(Br)c(I)c1I,0
Cc1ccc(-c2nnnn2-c2ccccc2C(=O)O)cc1,-4
COc1ccc(N2CC(NC(=O)c3ccc(S(=O)(=O)N4CCCCC4)cc3)CC2=O)cc1 (configuration not stated),-8
O=C1c2cccc3cc(Br)cc(c23)C(=O)N1c1ccc(I)cc1,16
C=CCNc1nc(C2(c3ccc(OC)c(OC)c3)CCOCC2)cs1,-3
O=C(Cn1c(=O)n(-c2ccc(Cl)cc2)c(=O)c2c3c(sc21)CCC3)c1ccc(F)cc1,-8
CCN(C(=O)C1CCC(CNS(=O)(=O)c2cccc3nsnc23)CC1)c1cccc(C)c1 (configuration not stated),12
Cc1cccc(NC(=O)NC(=O)C(F)(F)F)c1C,-3
O=C(Cn1c(=O)n(-c2ccccc2)c(=O)c2sc3ccccc3c21)N1CCCC1,0
COCCCNC(=O)Cn1c(=O)n(Cc2ccc(C(=O)NCc3ccc(C)cc3)cc2)c(=O)c2ccccc21,2
COCCC1CN(Cc2cccc(-c3nc(C)c(F)c(=O)[nH]3)c2)CCO1 (configuration not stated),3
Brc1cccc(-c2cnn3c(-c4ccccc4)cc(-c4ccccc4)nc23)c1,3
O=C(O)c1cc(C(=O)O)c([N+](=O)[O-])cc1Cl,4
Cc1ccoc1C(=O)NCc1nc(-c2cccc(NC(=O)c3ccccn3)c2)oc1C,-8
COC(=O)c1csc(NC(=O)c2ccccc2)c1SCc1ccccc1,1
O=C(c1cccc2cccc(O)c12)N1CCOCC1,-7
# (cont.)
SMILES,ROC1-CUL1 inh
C=C(C)CNc1nc2nonc2nc1NC1CC1,8
CN(CCN1CCCCC1)C(=O)c1cc(COc2ccc3c(c2)OCO3)[nH]n1,-2
Cc1ccc(N2C(=NC(=O)c3ccccc3)SC3CS(=O)(=O)CC32)cc1 (configuration not stated),-15
COCC(C)NCc1c(F)cccc1F (configuration not stated),4
O=C(O)c1cc(-c2cc(Br)ccc2O)nc2ccc(Br)cc12,13
CC(Cc1cc(C(=O)N2CCC(O)(c3cccc(C(F)(F)F)c3)CC2)on1)c1ccccc1 (configuration not stated),10
CCN(CC)c1ccc(/C=C2/C(=O)NC(=O)N(c3ccccc3F)C2=O)c(O)c1,6
CN1C(=O)/C(=N\N2CCOC2=O)c2ccccc21,-2
OCC1(Cc2ccccc2F)CCCN(C2CCN(Cc3ccccc3)CC2)C1 (configuration not stated),1
COc1ccc(NC(=O)CN2C(=O)CC(c3ccco3)Sc3ccccc32)cc1OC (configuration not stated),-2
CCOc1ccc(CNS(=O)(=O)c2ccc3c(c2)CC(C)N3C(C)=O)cc1OC (configuration not stated),0
CNc1nc(Nc2ccc(OC(F)(F)Cl)cc2)nc(N2CCN(c3cccc(Cl)c3)CC2)n1,-2
CN(C(=O)c1cc2nc(-c3ccccc3)cc(C(F)(F)F)n2n1)c1ccc(OC(F)(F)F)cc1,-5
CCn1ncc(Cl)c1C(=O)Nc1ccc2c(c1)CCC2,-1
Cc1ccccc1C(=O)N1CC(=O)Nc2ccc(Cl)cc2C1c1ccccc1 (configuration not stated),-6
Cc1ccc(-c2nc(NC(=O)CSc3ccc4ccccc4n3)ns2)cc1,-2
Cc1ccc(CNC(=O)/C(C#N)=C\c2ccc(N(C)C)cc2)cc1,6
C(=N\Nc1nc(N2CCCC2)nc(N2CCCC2)n1)/c1cn(CCOc2ccccc2)c2ccccc12,11
Cc1c(C)n2c3c(=O)[nH]c(=O)n(C)c3nc2n1Cc1ccccc1Cl,-2
Cc1ccccc1OCC(=O)Nc1cc(Cl)c(Cl)cc1Cl,1
CCOc1ccc(NC(=O)c2sc3nc(-c4ccccc4)cc(-c4ccccc4)c3c2N)cc1,-2
CNC(=O)CSc1cn(CC(=O)N2CCCCCC2)c2ccccc12,3
N#Cc1ccc(-c2cccs2)nc1SCc1ccc(Cl)cc1Cl,0
Cc1nc(NC(=O)N2CCCC2Cc2cccnc2)nn1C(C)C (configuration not stated),-10
CCOC(=O)Cn1c(=O)n(CC2CCCO2)c2nc(-c3c(F)cccc3Cl)nc(C(N)=O)c21 (configuration not stated),0
COC(=O)C(CCSC)NC(=O)CCC1(Cc2ccc(OC)cc2F)CCC(=O)N1 (configuration not stated),11
CCOc1ccc(CC(=O)Nc2c(C(=O)c3ccc(F)cc3)oc3ccc(Cl)cc23)cc1OCC,-4
CCC(C)C(=O)N1CCC(Oc2ccc(C(=O)NCCN(C)C)cc2Cl)CC1 (configuration not stated),13
COc1ccc(F)c(CN2CCCC3(CCN(Cc4ccncc4)C3)C2=O)c1 (configuration not stated),3
Cc1ccccc1Cn1c2ccccc2c2cnn(CC(=O)NCc3cccc(Cl)c3)c(=O)c21,5

# An excerpt from above in order of the ROC1-CUL1 inh value, largest number first:
SMILES,ROC1-CUL1 inh
COC(=O)C(CCSC)NC(=O)CCC1(Cc2ccc(OC)cc2F)CCC(=O)N1 (configuration not stated),11
Cc1ccccc1Cn1c2ccccc2c2cnn(CC(=O)NCc3cccc(Cl)c3)c(=O)c21,5
CNC(=O)CSc1cn(CC(=O)N2CCCCCC2)c2ccccc12,3
CCOc1ccc(NC(=O)c2sc3nc(-c4ccccc4)cc(-c4ccccc4)c3c2N)cc1,-2
Cc1nc(NC(=O)N2CCCC2Cc2cccnc2)nn1C(C)C (configuration not stated),-10

# In a second layout: results already given.
> COC(=O)C(CCSC)NC(=O)CCC1(Cc2ccc(OC)cc2F)CCC(=O)N1 (configuration not stated)
  ROC1-CUL1 inh: 11
> CCOc1ccc(CC(=O)Nc2c(C(=O)c3ccc(F)cc3)oc3ccc(Cl)cc23)cc1OCC
  ROC1-CUL1 inh: -4

# More structures follow:
SMILES,ROC1-CUL1 inh
Cc1ccc(Oc2ncccc2CNC(=O)c2cccc3nccnc23)cn1,-1
C=CCOc1ccc(/C=C2\SC(=Nc3ccccc3C)N(c3ccccc3C)C2=O)cc1,-7
CC(C)CNC(=O)c1ccccc1NS(C)(=O)=O,-7
COc1cccc(C(=O)Nc2c(C)cc(C)cc2C)c1,-10
CC1C(=NC(=O)c2cc(-c3ccc(Cl)s3)nc3ccccc23)C(=O)N(c2ccccc2)N1C (configuration not stated),9
Cc1c(CC(=O)NC2CCCC2)c2c(n1CC1CCCO1)CCCC2=O (configuration not stated),-1
C=CCn1c(CNC(=O)c2ccccc2F)nnc1SCC(=O)Nc1cccc(Cl)c1,-4
Cc1ccc(C(C)C)c(OCc2nnc(SCC(=O)Nc3nc(-c4ccccc4)cs3)n2C)c1,0
CC12COc3ccccc3C1C1SC(=O)N=C1SC2 (configuration not stated),5
CCc1nc(C)c(C(=O)N2CCc3[nH]nc(-c4ccc(Cl)cc4)c3C2)o1,4
COc1ccc(-c2cc(C(F)(F)F)n3nc(C(=O)Nc4sc5c(c4C(=O)OC(C)C)CCC(C)C5)cc3n2)cc1 (configuration not stated),-2
CCOC(=O)c1c(NC(=O)CSc2ccccc2)sc2c1CCCC2,-2
CCCCNS(=O)(=O)c1ccc(NC(=O)Cc2ccc(C)cc2)cc1,-8
CCOC(=O)c1sc(NC(=O)C2c3ccccc3Oc3ccccc32)c(C(=O)OCC)c1C,5
COc1ccc(Cl)cc1NC(=O)Cn1c(=O)n(Cc2cccs2)c(=O)c2cccnc21,-4
Cc1nn(Cc2ccccc2Cl)c(C)c1NC(=O)C(F)(F)F,4
C#CCOC(=O)c1ccccc1C(=O)O,-4
CCOc1ccc(-c2cc(C(=O)NCCN3CCOCC3)c3cc(C)ccc3n2)cc1,-6
CSc1ccc(C(=O)N2CCC(C(Cc3ccccc3)N(C)C(=O)c3ccccn3)CC2)cc1 (configuration not stated),-5
Cc1ccc(N2C(=O)c3sc4nnc(C)c(=O)n4c3C2=O)cc1,2
CNc1nc(C(C)(C)C)cs1,-10
CCc1ccccc1NC(=O)c1ccc(OC)c(OC)c1,-1
Cc1cc(C)cc(NC(=O)[C@H]2O[C@@H]3OC(C)(C)O[C@@H]3[C@H]3OC(C)(C)O[C@H]32)c1,0
CCCCNC(CC(=O)Nc1ccc(OC)cc1OC)C(=O)O (configuration not stated),3
COc1cc(C2NC(=O)c3c(sc4c3CCC(C)C4)N2)ccc1O (configuration not stated),0
CCN(CC)C(=O)Cn1c(=O)n(CCCCCC(=O)NCc2ccccc2Cl)c(=O)c2sccc21,1
Cc1cc(-c2nn3c(-c4cccc(F)c4)nnc3s2)no1,-3
CCOc1cc(C2C3=C(CC(c4cccs4)CC3=O)N=C(C)C2C(=O)OCC2CCCO2)cc([N+](=O)[O-])c1O (configuration not stated),7
O=C(CSc1nnc(-c2ccc([N+](=O)[O-])cc2)n1-c1ccccc1)Nc1ccc(F)cc1,-2
Cc1cc(C)n(/N=C/c2ccc3ccccc3c2)c(=O)c1C#N,1
CCN(C(=O)C(Cc1ccccc1)NS(=O)(=O)c1cccc2nsnc12)c1ccccc1 (configuration not stated),-2
COc1ccccc1Sc1ccccc1/C=N/NC(N)=O,-7
CC1C(=NC(NC(=O)c2ccc(Cl)cc2)(C(F)(F)F)C(F)(F)F)C(=O)N(c2ccccc2)N1C (configuration not stated),3
O=S(=O)(c1ccccc1)c1nnn2c1nc(N1CCN(c3ccccc3)CC1)c1cc(Cl)ccc12,-3
CCOc1ccccc1CNC(=O)CCn1ccc2cc(S(=O)(=O)N3CCC(C)CC3)ccc21,6
Cc1sc2c(c1C)c(=O)n(CCc1ccccc1)c(=O)n2Cc1ccc(C(C)(C)C)cc1,-1
COc1cccc(C2C3=C(CC(c4ccccc4)CC3=O)N=C(C)C2C(=O)Nc2ccccc2C(F)(F)F)c1OC (configuration not stated),-2

# Rewritten with tabs: 2 of the compounds above
SMILES	ROC1-CUL1 inh
CCN(C(=O)C(Cc1ccccc1)NS(=O)(=O)c1cccc2nsnc12)c1ccccc1 (configuration not stated)	-2
COc1ccccc1Sc1ccccc1/C=N/NC(N)=O	-7
